mHTT-CaM PPI inh – mHTT-calmodulin interaction abrogation | P42858 | AlphaScreen His-mHTT/GST-CaM binding, luminescence | inhibition, % at 15 µM | 3.6% of 190,000 active;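 note: 0% = both proteins with DMSO and 100% = one protein alone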
Target sequence (P42858 whole entry, looked up, stated change not applied): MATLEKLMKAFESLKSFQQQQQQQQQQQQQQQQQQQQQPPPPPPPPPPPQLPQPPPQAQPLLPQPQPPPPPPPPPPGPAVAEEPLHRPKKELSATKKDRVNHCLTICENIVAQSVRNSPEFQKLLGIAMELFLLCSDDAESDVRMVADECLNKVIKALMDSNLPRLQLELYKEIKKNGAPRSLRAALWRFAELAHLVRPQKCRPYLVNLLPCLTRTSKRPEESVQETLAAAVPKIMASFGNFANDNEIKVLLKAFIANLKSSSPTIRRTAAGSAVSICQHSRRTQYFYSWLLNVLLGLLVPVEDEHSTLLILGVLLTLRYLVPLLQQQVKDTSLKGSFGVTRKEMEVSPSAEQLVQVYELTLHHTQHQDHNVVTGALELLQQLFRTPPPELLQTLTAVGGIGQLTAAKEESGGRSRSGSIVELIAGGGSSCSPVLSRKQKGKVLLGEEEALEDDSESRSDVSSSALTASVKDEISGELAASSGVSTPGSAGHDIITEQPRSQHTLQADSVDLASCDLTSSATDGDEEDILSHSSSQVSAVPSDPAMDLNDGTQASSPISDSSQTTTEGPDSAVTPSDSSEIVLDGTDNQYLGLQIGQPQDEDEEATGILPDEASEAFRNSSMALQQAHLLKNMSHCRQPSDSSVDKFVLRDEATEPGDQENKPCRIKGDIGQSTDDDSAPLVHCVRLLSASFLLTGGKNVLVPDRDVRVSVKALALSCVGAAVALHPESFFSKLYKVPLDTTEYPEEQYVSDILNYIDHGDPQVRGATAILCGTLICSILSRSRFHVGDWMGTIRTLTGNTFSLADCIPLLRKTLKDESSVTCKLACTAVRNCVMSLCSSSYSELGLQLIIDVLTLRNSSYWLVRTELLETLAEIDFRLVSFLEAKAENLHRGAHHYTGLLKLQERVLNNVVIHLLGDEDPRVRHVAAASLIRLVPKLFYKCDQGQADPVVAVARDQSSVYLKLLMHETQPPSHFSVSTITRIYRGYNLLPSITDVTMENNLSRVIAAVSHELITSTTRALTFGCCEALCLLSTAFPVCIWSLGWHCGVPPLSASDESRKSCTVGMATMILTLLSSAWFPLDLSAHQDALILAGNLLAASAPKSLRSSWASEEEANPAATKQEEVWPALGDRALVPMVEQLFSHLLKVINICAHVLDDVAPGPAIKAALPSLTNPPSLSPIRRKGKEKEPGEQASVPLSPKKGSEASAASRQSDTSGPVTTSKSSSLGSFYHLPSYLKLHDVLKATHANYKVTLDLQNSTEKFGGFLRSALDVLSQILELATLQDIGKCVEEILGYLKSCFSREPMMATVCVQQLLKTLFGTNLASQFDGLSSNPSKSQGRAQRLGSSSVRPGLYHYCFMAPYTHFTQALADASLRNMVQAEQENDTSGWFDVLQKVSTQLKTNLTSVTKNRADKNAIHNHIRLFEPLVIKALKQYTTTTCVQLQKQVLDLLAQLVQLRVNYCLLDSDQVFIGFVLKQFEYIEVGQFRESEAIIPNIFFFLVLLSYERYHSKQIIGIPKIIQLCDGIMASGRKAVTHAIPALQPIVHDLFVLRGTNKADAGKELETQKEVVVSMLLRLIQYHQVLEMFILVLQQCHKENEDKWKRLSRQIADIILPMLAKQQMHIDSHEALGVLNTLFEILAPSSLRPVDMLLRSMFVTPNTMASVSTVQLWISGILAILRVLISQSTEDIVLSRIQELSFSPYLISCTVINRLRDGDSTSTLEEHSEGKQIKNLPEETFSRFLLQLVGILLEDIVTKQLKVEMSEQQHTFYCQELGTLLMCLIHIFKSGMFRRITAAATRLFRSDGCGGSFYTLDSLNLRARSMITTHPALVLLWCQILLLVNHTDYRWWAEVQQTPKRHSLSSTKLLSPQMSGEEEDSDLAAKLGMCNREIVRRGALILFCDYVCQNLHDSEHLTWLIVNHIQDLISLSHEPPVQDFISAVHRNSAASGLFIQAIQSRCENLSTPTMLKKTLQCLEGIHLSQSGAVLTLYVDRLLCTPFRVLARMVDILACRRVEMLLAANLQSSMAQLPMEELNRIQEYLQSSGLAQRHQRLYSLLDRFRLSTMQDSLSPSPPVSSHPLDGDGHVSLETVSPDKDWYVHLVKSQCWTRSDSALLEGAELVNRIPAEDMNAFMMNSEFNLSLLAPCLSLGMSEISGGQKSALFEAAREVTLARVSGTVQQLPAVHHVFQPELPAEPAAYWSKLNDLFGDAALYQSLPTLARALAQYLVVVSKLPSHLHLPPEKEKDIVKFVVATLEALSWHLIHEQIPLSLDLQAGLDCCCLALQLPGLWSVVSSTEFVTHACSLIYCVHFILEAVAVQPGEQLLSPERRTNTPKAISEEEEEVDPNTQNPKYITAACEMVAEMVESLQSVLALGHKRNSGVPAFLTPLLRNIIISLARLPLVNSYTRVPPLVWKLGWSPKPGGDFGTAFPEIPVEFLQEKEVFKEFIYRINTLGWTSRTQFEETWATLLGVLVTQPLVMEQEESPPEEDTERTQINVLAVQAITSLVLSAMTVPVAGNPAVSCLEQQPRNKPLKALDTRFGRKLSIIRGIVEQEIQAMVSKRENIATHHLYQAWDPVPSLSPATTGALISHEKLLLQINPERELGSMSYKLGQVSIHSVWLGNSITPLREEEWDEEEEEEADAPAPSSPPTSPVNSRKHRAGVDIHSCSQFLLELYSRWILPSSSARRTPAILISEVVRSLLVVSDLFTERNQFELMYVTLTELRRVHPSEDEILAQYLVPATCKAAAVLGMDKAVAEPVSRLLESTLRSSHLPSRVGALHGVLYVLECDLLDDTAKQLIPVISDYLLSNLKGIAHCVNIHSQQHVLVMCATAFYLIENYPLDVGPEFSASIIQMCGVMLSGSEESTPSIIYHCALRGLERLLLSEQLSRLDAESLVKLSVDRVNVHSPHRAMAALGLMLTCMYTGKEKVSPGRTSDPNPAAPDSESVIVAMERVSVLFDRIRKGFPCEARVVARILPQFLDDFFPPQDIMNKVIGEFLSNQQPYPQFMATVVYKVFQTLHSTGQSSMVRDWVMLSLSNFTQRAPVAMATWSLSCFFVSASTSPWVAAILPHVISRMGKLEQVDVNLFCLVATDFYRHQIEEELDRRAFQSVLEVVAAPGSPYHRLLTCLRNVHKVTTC
Pf apPOL block – Pf-apPOL DNA polymerase inhibition. inhibition, % at 10 µM. Recombinant Pf-apPOL, molecular beacon fluorescence, 1.5 h. 0.25% of 210,000 active
* hit, by the source's call; . = not tested or not shown; & = joins results of further samples. Cut-off read from the data, not from the text of the source: active = inhibition above about 50%; inactive = the rest.

SMILES	mHTT-CaM PPI inh	Pf apPOL block
O=C(CCCOc1ccccc1)Nc1cc(Cl)cc(Cl)c1	-150	-5
CC1(O)CCN(Cc2cc(F)ccc2F)CC1N1CCCC1 (stereo unspecified)	8	1
CCCCCSc1nc2c(cnn2-c2ccccc2)c(=O)[nH]1	-2	-10
COc1ccc(NC(=S)Nc2ccc(F)cc2F)c([N+](=O)[O-])c1	.	0
Cc1cccc(NC(=O)N2CCn3cccc3C2Cc2ccccc2)c1C (stereo unspecified)	-2	-6
O=C(Nc1nc2c(s1)CCCC2)c1ccc(Br)o1	-2	-3
Cc1cccc(CNc2cc(-n3ccnc3)ncn2)c1	2	-6
O=C(Nc1nc(-c2cc([N+](=O)[O-])cs2)cs1)c1ccc(Cl)s1	7	-3
CC1CC(C)CN(S(=O)(=O)c2ccc(F)c(C(=O)Nc3cccc(F)c3)c2)C1 (stereo unspecified)	-3	1
CC(C)COc1ccc(-c2nc(C(=O)N3CCOCC3)cs2)cc1	-4	-6
O=C(Nc1cccc(O)c1)c1nn2c(c1Cl)NC(c1cccs1)CC2C(F)(F)F (stereo unspecified)	17	-5
CCC1=NN(C(=O)c2ccccc2O)C(O)(c2ccc(Br)cc2)C1 (stereo unspecified)	91*	-2
CCCn1ccnc(NC(C)C)c1=O	3	-8
O=C(Nc1ccc([N+](=O)[O-])cn1)c1ccc2c(c1)OCO2	1	-3
Cc1nc2oc3c(-c4ccc(Br)cc4)ncnc3c2c2c1COC(C)(C)C2	-2	-2
Cc1nn(C)cc1C(=O)N1CCN(c2ccccc2F)CC1	-11	-9
CC(C)Oc1ccccc1/C=C/c1nc(O)c([N+](=O)[O-])c(=O)[nH]1	1	27
CC1(C)CC2(CC(C)(C)N1)OC(=O)N(CCOC13CC4CC(CC(C4)C1)C3)C2(C)O (stereo unspecified)	-1&5	-4
Nc1nnc(/C=C/c2cccc([N+](=O)[O-])c2)s1	1	-2
CCn1cnc2c(-c3ccc(C)cc3)csc2c1=O	-14	-12
O=C(CCN1C(=O)C2C3CCC(C3)C2C1=O)Nc1ccc(F)cc1 (stereo unspecified)	0	-1
CCOc1ccc2nc(NC(=O)c3cccc(Cl)c3)sc2c1	-7	0
Cc1ccc(C)c(CNC(=O)c2ccc3c(c2)nc2n3CCCCC2)c1	10	-6
Cc1cccc(N2CCN(C(=O)c3cn4ccccc4n3)CC2)c1	10	0
COc1ccc(C(=O)NCC(=O)c2ccccc2)cc1	-2	-4
CCN(CC)CC(C)CNC(=O)c1oc2ccc(S(=O)(=O)N3CC(C)CC(C)C3)cc2c1C (stereo unspecified)	-10	-8
CCOCC(=O)N1CC(c2nc(-c3ccc(F)cc3)no2)C2(CCOCC2)C1 (stereo unspecified)	5	-5
CC(=O)c1ccc(NC(=O)Nc2ccccc2)cc1	-4	-9
COCCNC(=O)C1(C)CCC(=O)N1Cc1cc(Br)ccc1OC (stereo unspecified)	0	0
COc1ccc(C(=O)NCc2nnc(SCC(=O)N3CCCc4ccccc43)o2)cc1OC	1	-6
COc1ccc(CSc2nnnn2-c2ccc(C(N)=O)cc2)cc1[N+](=O)[O-]	14	-5
CC(C)(C)CC(=O)N1CCN(c2nc(CN3CCOCC3)cs2)CC1	2	-4
CC(C)OCCCNC(=O)c1cc2n(n1)CCCN(Cc1cccc(F)c1)C2=O	-6	-2
O=C(Nc1cnccn1)c1ccc(S(=O)(=O)N2CCCCCC2)cc1	5	-6
COc1ccc(CCC(=O)Nc2nnc(C)s2)cc1	-3	-4
NS(=O)(=O)c1ccc(CNS(=O)(=O)c2cc(Cl)ccc2Cl)cc1	-5	.
CCc1ccccc1N(CC)C(=O)c1noc2c1CCCC2	-14	1
CC(=O)NCc1csc(C2CCCN(S(=O)(=O)c3cccc(Cl)c3C)C2)n1 (stereo unspecified)	26	-5
CCN(C(=O)c1ccc(NC(C)=O)cc1)c1ccccc1	-2	-8
Cc1ccc(CSc2nc3c(c(=O)[nH]2)CN(Cc2ccc(F)cc2)CC3)cc1	22	-7
Cc1ccc(Nc2cc(C)nc3ncnn23)c(C)c1	4	-3
O=C(Nc1nnc(-c2ccsc2)o1)c1ccccn1	100*	-181
COc1ccc(C(NC(=O)c2cccc(OC)c2)c2cc(Cl)c3cccnc3c2O)cc1 (stereo unspecified)	28	-1
CCOc1ccc(-n2nc3ccc(NC(=O)c4cccnc4)cc3n2)cc1	1	2
CCOc1ccc(CN2CCc3nc(Nc4ccc5c(c4)OCO5)ncc3C2)cc1OC	31	2
NC(=O)c1nn(-c2ccccc2)nc1NC(=O)Cn1nnc(-c2ccccc2)n1	2	3
CCOc1cccc2sc(NC(=O)C3Cc4ccccc4O3)nc12 (stereo unspecified)	-2	11
CCC(C)NC(=O)c1cnc2n(c1=O)CCS2 (stereo unspecified)	13	-7
O=C(Nc1ccc2c(c1)OCCO2)c1cnc(N2CCN(c3ncccn3)CC2)c2ccccc12	24	2
Cc1nn(-c2ccc(F)cc2)c2nc(N3CCCN(C(=O)c4cccnc4)CC3)sc12	19	11
CCNc1cc(N2CCC(CCC(=O)NCc3ccccc3OC)CC2)ncn1	8	0
Cc1cc(Cl)nc(Cl)c1C(=O)NC(=O)NCCC(C)C	-18	-3
Cc1ccc(N2C(=O)CC(NCc3ccc(S(N)(=O)=O)cc3)C2=O)cc1Cl (stereo unspecified)	0	1
CN(C)C=CC(=O)C=Cc1ccc(Cl)cc1Cl	.	-7
Cc1ccc2c(Nc3ccc(C)c(C)c3)c(C(=O)N3CCOCC3)cnc2n1	-2	0
O=C(CSc1ccc(Cl)cc1)NCC1CCCO1 (stereo unspecified)	-4	-9

More results:
SMILES	mHTT-CaM PPI inh	Pf apPOL block
CCN(Cc1cnn(CC)c1)C(=O)C1CCc2nc(N3CCCCC3)ncc2C1 (stereo unspecified)	9	-5
COc1cccc(-c2cc(C(=O)N3CCCC3c3cccc(C)c3)on2)c1 (stereo unspecified)	-12	0
COc1ccc(CC2SC(=Nc3ccccc3)NC2=O)cc1 (stereo unspecified)	2	4
Cc1cc(Cl)ccc1S(=O)(=O)N1CCN(c2nc3ccncc3n(C)c2=O)CC1	5	1
O=C(NCC1CCCO1)c1ccc(CNS(=O)(=O)c2cccc(C(F)(F)F)c2)cc1 (stereo unspecified)	-10	-6
CN1CCN(C(=O)c2cc3nc(-c4ccccc4)cc(C(F)(F)F)n3n2)CC1	5	-1
CN(C)S(=O)(=O)c1ccc(C(=O)Nc2nc3c(Cl)cc(Cl)cc3s2)cc1	-6	2
Cn1c(=O)c(C(=O)Nc2cc(C(F)(F)F)ccc2Cl)c(O)c2sccc21	-4	-11
C#CCn1c(=NC(=O)CSC(C)=O)sc2cc(F)ccc21	4	2
Cc1cccc(CC(=O)N2CC3CC2CC3NS(=O)(=O)c2cccs2)c1 (stereo unspecified)	5	-4
COc1ccc(/C=C2\C(=O)NN(c3ccc(C)cc3)C2=O)cc1Br	5	-6
NC(=O)c1cc2cc(Br)ccc2oc1=Nc1ccc(Cl)cc1Cl	-3	1
CCCCNC(=O)C(C)C1CCN(S(=O)(=O)c2c(C)noc2C)CC1 (stereo unspecified)	-13	-1
Cc1ccc(-c2c(C(=O)NCc3ccccc3F)oc(=O)c3ccccc23)cc1	-3	-2
Cn1ncc(N2CCCC(C(=O)NCc3ccccc3C(F)(F)F)C2)cc1=O (stereo unspecified)	-1	2
c1ccc2c(c1)NC(C1Nc3ccccc3O1)O2 (stereo unspecified)	.	-2

Random excerpt: two entries already listed
SMILES	mHTT-CaM PPI inh	Pf apPOL block
COc1ccc(CCC(=O)Nc2nnc(C)s2)cc1	-3	-4
CCOc1ccc2nc(NC(=O)c3cccc(Cl)c3)sc2c1	-7	0

Further structures follow.
Under each structure: mHTT-CaM PPI inh	Pf apPOL block
> C=CCN(C(=O)c1noc2c1CCCC2)c1ccccc1
→ 6	0
> CN(CCc1ccccn1)C(=O)c1ccccc1F
→ 0	-2
> COc1ccc2nccnc2c1[N+](=O)[O-]
→ 9	-6
> Cc1ccc(N=Cc2cc3c(cc2Br)OCO3)c(C)c1
→ 6	-3
> O=C1CCCc2oc3c(Cl)cc(NS(=O)(=O)c4cccs4)cc3c21
→ -3	-1
> O=C(CN1C(=O)/C(=C/c2ccc(Cl)cc2)Sc2ccccc21)NC1CCCCC1
→ 3	0
> O=[N+]([O-])C1(CO)COC2(OC1)C1CC3CC(C1)CC2C3 (stereo unspecified)
→ -1	.
> C=CCc1cccc2cc(C(N)=O)c(=N)oc12
→ -2	-10
> Cc1cc(I)ccc1NC(=O)c1ccccc1C
→ -4	9
> CCOc1ccccc1N1C(=O)C2CC(C)=C(C)CC2C1=O (stereo unspecified)
→ 0&-13	1&-5
> COc1ccc(Cl)cc1NC(=O)C1CC(=O)N(CCc2c[nH]c3ccc(C)cc23)C1 (stereo unspecified)
→ 75*	0
> CS(=O)(=O)NC1CC2CC1N(C(=O)Cc1ccsc1)C2 (stereo unspecified)
→ 1	5
> CCCCNc1cccc2c1S(=O)(=O)N[C@H](Cc1ccccc1)CO2
→ -22	-2
> COCCC(=O)N1CCc2c(c(CO)nn2Cc2ccccc2)C1
→ 0	0
> CN1OCC(S(=O)(=O)NC2CCCCC2)C1c1cccc(F)c1F (stereo unspecified)
→ -3	-5
> COc1ccccc1N1CCN(CCNC(=O)NCc2cccs2)CC1
→ -2	-6
> CN(Cc1ccccc1)C(=O)c1cnn2c1NC(c1cccs1)CC2C(F)(F)F (stereo unspecified)
→ 27	6
> Cc1c(-n2cccc2)cc2c(c1[N+](=O)[O-])C(C)(C)CC2(C)C
→ .	-4
> COc1ccc(C2=N/C(=C3/OC(=O)c4ccccc43)C(=O)O2)cc1
→ -2	5
> O=C(c1ccc(F)cc1F)N1CCN(c2ccc3nncn3n2)CC1
→ -10	-4
> COc1ccc(Cc2nnc(NC(=O)CCCOc3ccccc3)s2)cc1
→ -1	-1
> CCNC(=O)N1CCC(c2nc3ccncc3n2CCOC)C1 (stereo unspecified)
→ -5	-2
> Cc1nc2nc(S(=O)(=O)NCCC(C)C)nn2c(C)c1C
→ 4	1
> Cc1cc(C(=O)N2CC(C(=O)Nc3cccc(NS(C)(=O)=O)c3)C2)no1
→ -20	2
> O=C(NCc1ccc(F)cc1)c1cc2n(n1)C(C(F)(F)F)CC(c1ccco1)N2 (stereo unspecified)
→ 8	-1
> COc1ccc(C(=O)N2CCCCCC2)cc1OC
→ -29	-12

Molecules shown so far containing a Cl atom (18):
Under each structure: mHTT-CaM PPI inh	Pf apPOL block
> O=C(CCCOc1ccccc1)Nc1cc(Cl)cc(Cl)c1
→ -150	-5
> O=C(Nc1nc(-c2cc([N+](=O)[O-])cs2)cs1)c1ccc(Cl)s1
→ 7	-3
> O=C(Nc1cccc(O)c1)c1nn2c(c1Cl)NC(c1cccs1)CC2C(F)(F)F (stereo unspecified)
→ 17	-5
> CCOc1ccc2nc(NC(=O)c3cccc(Cl)c3)sc2c1
→ -7	0
> NS(=O)(=O)c1ccc(CNS(=O)(=O)c2cc(Cl)ccc2Cl)cc1
→ -5	.
> CC(=O)NCc1csc(C2CCCN(S(=O)(=O)c3cccc(Cl)c3C)C2)n1 (stereo unspecified)
→ 26	-5
> COc1ccc(C(NC(=O)c2cccc(OC)c2)c2cc(Cl)c3cccnc3c2O)cc1 (stereo unspecified)
→ 28	-1
> Cc1cc(Cl)nc(Cl)c1C(=O)NC(=O)NCCC(C)C
→ -18	-3
> Cc1ccc(N2C(=O)CC(NCc3ccc(S(N)(=O)=O)cc3)C2=O)cc1Cl (stereo unspecified)
→ 0	1
> CN(C)C=CC(=O)C=Cc1ccc(Cl)cc1Cl
→ .	-7
> O=C(CSc1ccc(Cl)cc1)NCC1CCCO1 (stereo unspecified)
→ -4	-9
> Cc1cc(Cl)ccc1S(=O)(=O)N1CCN(c2nc3ccncc3n(C)c2=O)CC1
→ 5	1
> CN(C)S(=O)(=O)c1ccc(C(=O)Nc2nc3c(Cl)cc(Cl)cc3s2)cc1
→ -6	2
> Cn1c(=O)c(C(=O)Nc2cc(C(F)(F)F)ccc2Cl)c(O)c2sccc21
→ -4	-11
> NC(=O)c1cc2cc(Br)ccc2oc1=Nc1ccc(Cl)cc1Cl
→ -3	1
> O=C1CCCc2oc3c(Cl)cc(NS(=O)(=O)c4cccs4)cc3c21
→ -3	-1
> O=C(CN1C(=O)/C(=C/c2ccc(Cl)cc2)Sc2ccccc21)NC1CCCCC1
→ 3	0
> COc1ccc(Cl)cc1NC(=O)C1CC(=O)N(CCc2c[nH]c3ccc(C)cc23)C1 (stereo unspecified)
→ 75*	0

Screening data deposited in PubChem BioAssay by University of Kansas High Throughput Screening Laboratory.
